High-throughput results: PubChem, several laboratories
HDAC3 inh: inhibitors of human histone deacetylase 3; O15379; 320,000 compounds, 0.15% hits; inhibition, % at 8.3 µM; recombinant HDAC3, fluorogenic peptide/trypsin coupled, fluorescence; AID 2718; in the data active = inhibition above about 26%, passing the limit was not always enough
KCNQ1 block: inhibitors of human KCNQ1 potassium channel; CHO-K1 KCNQ1, FluxOR thallium flux fluorescence; hits give high values; B-score at 10 µM; 310,000 compounds, 1.3% hits; AID 2642;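 active = compounds whose thallium flux B-score, printed positive for inhibition, exceeds three library SD while starting fluorescence stays within three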;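 also: channel opened by potassium depolarization with thallium stimulus after 20 min compound exposure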
KCNK9 inh: blocks the human KCNK9 two-pore domain potassium channel; HEK293 KCNK9, FluxOR thallium flux fluorescence; hits give low values; B-score at 10 µM; 310,000 compounds, 1.2% hits;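 active = ratio B-score over 3 SD below the library mean, with starting fluorescence within 5 SD of its mean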;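 also: negative B-score means less thallium flux so channel inhibition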
KCNK3 block: human KCNK3 channel inhibition, primary screen. CHO-KCNK3 thallium flux, FluxOR fluorescence; hits give low values. B-score at 10 µM. 340,000 compounds, 0.84% hits. O14649;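 active = B-score under library mean minus 4 SD, starting fluorescence ratio at most library mean plus 5 SD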;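 also: more negative B-score means stronger inhibition of thallium flux through KCNK3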
TRPC4 agonist: TRPC4 (mouse) channel activation | AID 2237 | HEK293 TRPC4beta/mu-opioid, Fluo4 calcium fluorescence; hits give high values | 310,000 compounds, 0.49% hits | Q9QUQ5 | B-score at 10 µM;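 active = B-score above 5 SD of library B-scores, and initial fluorescence ratio not above library mean plus 5 SD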;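 also: positive B-score marks a calcium rise read as TRPC4 activation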
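Material: HEK293 stable line with TRPC4beta plus mu-opioid receptor; technique: Fluo4 calcium-sensitive dye fluorescence, kinetic, 1 Hz baseline; timing: Fluo4 dye loading 45 min at room temperature, 110 s recording; controls: assay buffer as low control, maximal DAMGO as high control; read-out: integrated baseline-normalised fluorescence ratio, converted to per-well B score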
KCNQ1 pot: human KCNQ1 channel potentiation or activation; CHO-K1 KCNQ1, thallium flux FluxOR fluorescence; hits give high values; B-score at 10 µM; 310,000 compounds, 0.35% hits; AID 2648;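 active = fluorescence ratio B-score, a plate-corrected score, at least three library SD, with initial intensity B-score within 5 SD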
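System: CHO-K1 cells stably expressing KCNQ1 / Medium: assay buffer for compound exposure, DMSO matched across wells / Reagent: thallium- and potassium-containing depolarizing buffer / Compound: one concentration, matched DMSO / Incubation: 20 min compound pretreatment at room temperature / Measured by: kinetic FluxOR fluorescence, 10 s baseline plus 110 s post-stimulus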
ANO1 block: mouse TMEM16A channel inhibition, primary screen; HEK293 TMEM16A/YFP iodide influx fluorescence, ionomycin; 310,000 compounds, 1.2% hits; AID 588511; normalized B-score (activity score, 25-100; higher = stronger inhibition) at 10 µM;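 active = ratio plate-corrected score three or more library SD toward inhibition, starting fluorescence score within five deviations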;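 also: score derived from kinetic fluorescence span divided by baseline fluorescence per well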
Target sequence (Q8BHY3 whole entry, looked up): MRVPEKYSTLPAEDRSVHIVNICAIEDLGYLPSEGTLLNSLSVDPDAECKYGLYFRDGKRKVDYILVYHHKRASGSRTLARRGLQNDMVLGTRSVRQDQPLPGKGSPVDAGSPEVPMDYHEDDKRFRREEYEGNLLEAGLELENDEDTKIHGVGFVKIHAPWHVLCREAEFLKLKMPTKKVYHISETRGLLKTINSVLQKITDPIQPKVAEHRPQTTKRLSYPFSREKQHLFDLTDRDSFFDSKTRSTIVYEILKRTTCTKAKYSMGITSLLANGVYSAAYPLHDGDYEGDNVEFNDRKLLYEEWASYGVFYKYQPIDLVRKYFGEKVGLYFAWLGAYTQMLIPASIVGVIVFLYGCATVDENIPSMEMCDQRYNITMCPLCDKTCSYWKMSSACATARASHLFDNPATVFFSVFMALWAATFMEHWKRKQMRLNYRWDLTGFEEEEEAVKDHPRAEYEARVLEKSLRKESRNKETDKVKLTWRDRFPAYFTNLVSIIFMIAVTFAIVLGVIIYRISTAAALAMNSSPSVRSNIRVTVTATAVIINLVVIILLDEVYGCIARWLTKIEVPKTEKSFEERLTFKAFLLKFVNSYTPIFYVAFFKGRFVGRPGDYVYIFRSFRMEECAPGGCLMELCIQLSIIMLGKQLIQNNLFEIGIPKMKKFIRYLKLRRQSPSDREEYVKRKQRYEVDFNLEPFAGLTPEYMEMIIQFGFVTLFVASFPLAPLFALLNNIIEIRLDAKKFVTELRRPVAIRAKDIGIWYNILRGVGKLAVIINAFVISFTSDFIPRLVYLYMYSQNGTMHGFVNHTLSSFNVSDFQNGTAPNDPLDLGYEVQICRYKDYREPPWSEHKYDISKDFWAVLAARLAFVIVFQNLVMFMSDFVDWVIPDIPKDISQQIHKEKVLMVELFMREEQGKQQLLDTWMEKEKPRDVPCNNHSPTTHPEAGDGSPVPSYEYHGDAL
TRPC4 potent: allosterically enhances the mouse TRPC4 cation channel; HEK293 TRPC4beta/mu-opioid, DAMGO EC20, Fluo-4 Ca2+ flux; hits give high values; B-score at 10 µM; AID 2227; Q9QUQ5; 310,000 compounds, 0.42% hits;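 active = B-score of calcium response area above 5 SD of library B-scores, with initial fluorescence ratio within 5 SD of library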;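 also: B-score of integrated fluorescence ratio over time as area under calcium response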
DYRK1A inh: blocks rat Dyrk1A kinase activity; ADP-Glo luminescence, NFATc1 peptide; 310,000 compounds, 0.43% hits; inhibition, % at 12.5 µM; AID 504441; Q63470; in the data active = inhibition above about 50%;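 also: plate controls were vehicle with enzyme for no effect and no enzyme for full effect; many of its hits are not listed in these tables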
hERG rescue: compounds protecting human hERG from proarrhythmic drug block; CHO-hERG, FluxOR thallium flux, dofetilide IC70 present; AID 1511; Q12809; activation (rescue from dofetilide block), less the hit threshold, % at 10 µM; 310,000 compounds, 0.51% hits;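 active = activation above the mean of controls blocked by dofetilide plus 5 SD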;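 also: thallium influx through hERG after potassium depolarization seen as dye fluorescence rise; in these data hits start at about 4.7%; inactives centre near -7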
TMEM16A act: activators or potentiators of mouse TMEM16A chloride channel. Q8BHY3. HEK293 TMEM16A/YFP-H148Q/I152L, iodide quench fluorescence; hits give low values. B-score at 10 µM. 340,000 compounds, 0.3% hits;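 active = fluorescence-ratio B-score plate-corrected deviation score at least 3 library SD below zero, with starting fluorescence score within 5 deviations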;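 also: channel opened by trigger with iodide after compound preincubation; score built on the fluorescence ratio of max minus min over baseline; more negative score means more quench and so TMEM16A activation or potentiation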
* hit, by the source's call; i = inactive; . = not tested or not shown; & = joins results of further samples. These rows are one share of the data, so the mix of outcomes need not match the whole.

SMILES	HDAC3 inh	KCNQ1 block	KCNK9 inh	KCNK3 block	TRPC4 agonist	KCNQ1 pot	ANO1 block	TRPC4 potent	DYRK1A inh	hERG rescue	TMEM16A act
CCC1Cc2c(nc(N)c3c(N)nc(N4CCOCC4)c(C#N)c23)O1 (stereo not drawn)	1	i	i	i	i	i	i	i	3	2	i
CC(C)(C)c1ccc(OCC(=O)NN2Cc3ccccc3C2=N)cc1	3	i	i	i	i	i	i	i	4	-10	i
CN(C(=O)COC(=O)c1cc(S(=O)(=O)N2CCOCC2)ccc1F)C1CCS(=O)(=O)C1 (stereo not drawn)	2	i	i	i	i	i	i	i	-7	-14	i
CC(=O)Oc1cc2oc(=O)cc(C)c2cc1Cl	-246	i	i	i	i	i	i	i	-3	-2	i
Cc1ccc2c(C(=O)CN3CCC4(CC3)OCCO4)c(C)[nH]c2c1	5	.	.	i	.	.	i	.	-7	.	i
Cc1cc[n+](-c2[nH]c(=O)sc2/C=N/N=C(\[O-])c2ccccc2)cc1	2	i	i	i	i	i	i	i	2	-12	i
O=C(COC(=O)Cc1cccs1)Nc1ccccc1Cl	4	i	i	i	i	i	i	i	9	-6	i
Cc1ccccc1NC(=O)c1nnn(-c2ccc3c(c2)OCCO3)c1N	-3	i	i	i	i	i	i	i	-2	-9	i
OCc1cn(-c2ccccc2)nc1-c1cc2ccccc2o1	.	i	i	i	i	i	i	i	3	-11	i
COC(=O)c1[nH]c2c(c1C)C(=O)CC(c1cc(OC)c(OC)c(OC)c1)C2 (stereo not drawn)	-1	i	i	i	i	i	i	i	-3	-6	i
COC(=O)c1nn(-c2ccccc2)c(-c2ccccc2)c1C(=O)c1ccccc1	8	i	-9.4*	-8.9*	i	i	i	i	1	-11	i
Cc1ccc(CN2C3=NCCCN3c3ccccc32)cc1	1	.	.	i	.	.	i	.	-2	.	i
COc1ccc(Nc2ccncc2[N+](=O)[O-])cc1	3	i	i	i	i	i	i	i	-2	-4	i
CCCN[C@H]1CCc2nc(N)sc2C1	1&0	i	i	i	i	i	i	i	11	-7&-5	i
Fc1ccc(CNCc2ccccc2C(F)(F)F)cc1	-2	i	i	i	i	i	i	i	-1	-4	i
Cc1ccc(OCCn2cc(C=O)c3ccccc32)cc1	15	i	i	i	i	i	i	i	20	-11	i
COC(=O)c1c(NC(=O)COC(=O)C2CCC2)sc(C)c1C	-1	i	i	i	i	i	i	i	22	-12	i
CCC(=O)Nc1ccccc1C(=O)N1CCCC1	-3	i	i	i	i	i	i	i	26	-6	i
CCn1c(=O)n(CC)c2cc(N3CCCC3)c(NC(=O)c3c(F)cccc3F)cc21	4	i	i	i	i	i	i	i	4	-14	i
CC(C)CCOC(=O)C(C)Sc1n[nH]c(=O)[nH]c1=O (stereo not drawn)	4	i	i	i	i	i	i	i	.	-9	i
Cc1ccc(SCC(=O)c2c(C)[nH]c3ccccc23)cc1	2	i	i	i	i	i	i	i	-1	-3	i
CC(c1ccco1)N(C(=O)c1ccccc1F)c1ccccn1 (stereo not drawn)	3	i	i	i	i	i	i	i	0	-4	i
NNC(=O)C1CCCn2c1nc1sc3c(c1c2=O)CCCC3 (stereo not drawn)	-3	i	i	i	i	i	i	i	2	-4	i
COc1ccccc1NC(=O)c1c(NC(=O)c2ccco2)sc2c1CCC2	-9	i	i	i	i	i	i	i	.	-8	i
COc1cc(C)ccc1OCc1cc(C(=O)N2CCN(C)C[C@@H]2c2ccccc2)no1	2	i	i	i	i	i	i	i	8	-11	i

Just DYRK1A inh (2 entries from above):
structure,DYRK1A inh
COC(=O)c1c(NC(=O)COC(=O)C2CCC2)sc(C)c1C,22
CCC(=O)Nc1ccccc1C(=O)N1CCCC1,26

Compound profiles, as listed above. Order of screens: HDAC3 inh	KCNQ1 block	KCNK9 inh	KCNK3 block	TRPC4 agonist	KCNQ1 pot	ANO1 block	TRPC4 potent	DYRK1A inh	hERG rescue	TMEM16A act
Entry for O=C(COC(=O)Cc1cccs1)Nc1ccccc1Cl → 4	i	i	i	i	i	i	i	9	-6	i
Entry for COC(=O)c1nn(-c2ccccc2)c(-c2ccccc2)c1C(=O)c1ccccc1 → 8	i	-9.4*	-8.9*	i	i	i	i	1	-11	i
Entry for CCC1Cc2c(nc(N)c3c(N)nc(N4CCOCC4)c(C#N)c23)O1 (stereo not drawn) → 1	i	i	i	i	i	i	i	3	2	i
Entry for CC(=O)Oc1cc2oc(=O)cc(C)c2cc1Cl → -246	i	i	i	i	i	i	i	-3	-2	i

(more compounds)
SMILES	HDAC3 inh	KCNQ1 block	KCNK9 inh	KCNK3 block	TRPC4 agonist	KCNQ1 pot	ANO1 block	TRPC4 potent	DYRK1A inh	hERG rescue	TMEM16A act
CC(C)c1nc(N2CCOCC2)c(C#N)c2c1COC(C)(C)C2	-24	i	i	i	i	i	i	i	1	-8	i
c1ccc(N2CCN(Cc3cn4ccccc4n3)CC2)cc1	1	i	i	i	i	i	i	i	5	-12	i
CC(=O)Nc1ccc(/C(C)=N/NS(=O)(=O)c2ccc(C)cc2)cc1	1	i	i	i	i	i	i	i	6	-9	i
CC(=O)Nc1ccc(Cl)cc1C(=O)O	-1	i	i	i	i	i	i	i	15	-7	i
Cc1ccc(OCCn2c3ccccc3n3nc(C)c(=O)nc23)cc1	1	i	i	i	i	i	i	i	3	-10	i
CCOC(=O)N1CCN(C(=O)c2ccc(NC(C)=O)cc2)CC1	-1	i	i	i	i	i	i	i	-7	-4	i
CSc1ccc(/C=C/C(=O)c2ccc(NC(C)=O)cc2)cc1	4	i	i	i	i	i	i	i	-4	-4	i
Cc1cc(N/N=C/c2c[nH]c3ccccc23)c2ccccc2n1	-1	i	i	i	i	i	i	i	-9	-10	i
O=C(CN1CCN(C(=S)NC2CCCC2)CC1)Nc1ccc(Oc2ccccc2)cc1	-6	i	i	i	i	i	i	i	1	-12	i
CCc1ccc(C2CC(=O)N(c3cccc(F)c3)C3=C2C(=O)OC3)cc1 (stereo not drawn)	-6	i	i	i	i	i	i	i	.	-10	i
COc1ccccc1NS(=O)(=O)c1ccc2c(c1)OCCO2	.	i	i	i	i	i	.	i	-5	-8	i
Cc1cc(SCC(=O)OCC(=O)N(CCC#N)c2ccccc2)nc2ccccc12	3	i	i	i	i	i	i	i	10	-12	i
CC(C)CC(NC(=O)C(NC(=O)OC(C)(C)C)C(C)C)C(=O)NC(CCC(=O)OCc1ccccc1)C(N)=O (stereo not drawn)	2	i	i	i	i	i	i	i	0	-7	i
CC(OC(=O)CNC(=O)C12CC3CC(CC(C3)C1)C2)C(=O)Nc1ccc(N2CCOCC2)cc1 (stereo not drawn)	-1	i	i	i	i	i	i	i	-5	-13	i
N#Cc1ccccc1CSC1=NCCS1	2	i	i	i	i	i	i	i	-2	-5	i
Cc1ccc(NC(=O)N2CCC(c3nc4c(nnn4Cc4c(F)cccc4Cl)c(=O)[nH]3)CC2)cc1	10	i	i	i	i	i	i	i	.	-4	i
Cc1ccc(N(CC(=O)NCCc2ccc(Cl)cc2)S(=O)(=O)c2c(C)noc2C)cc1	-1	i	i	i	i	i	i	i	-3	-6	i
Cc1ccc(C2=CSC3=NS(=O)(=O)CCN23)cc1	1	i	i	i	i	9*	i	i	5	1	i
COc1cc(C(=O)/C=C/c2cccnc2)c([N+](=O)[O-])cc1OC	2	i	i	i	i	i	i	i	3	-8	i
CC(C)c1ccc(NC(=O)c2ccc(Br)o2)cc1	0	i	i	i	i	i	i	i	3	-5	i
CCc1ccccc1NC(=O)Cn1c(=O)n(-c2ccc(CC(=O)NCC3CCCO3)cc2)c(=O)c2ccccc21 (stereo not drawn)	1	i	i	i	i	i	i	i	9	-11	i
CCn1c(SCC(=O)NCC2CCCO2)nc2c([nH]c3ccccc32)c1=O (stereo not drawn)	1	i	i	i	i	i	i	i	0	-2	i
O=C(COc1ccc([N+](=O)[O-])cc1)NCC(c1cccs1)N1CCOCC1 (stereo not drawn)	-9	i	i	i	i	i	i	i	-1	-8	i
O=C(N/N=C/c1ccc(O)cc1O)C1CC1	16	i	i	i	i	i	i	i	.	-1	i
CCN(CCCNC(=O)CCNC(=O)Cn1cnc2ccccc2c1=O)c1cccc(C)c1	1	i	i	i	i	i	i	i	1	-7	i
Continued.
SMILES	HDAC3 inh	KCNQ1 block	KCNK9 inh	KCNK3 block	TRPC4 agonist	KCNQ1 pot	ANO1 block	TRPC4 potent	DYRK1A inh	hERG rescue	TMEM16A act
COc1ccccc1Nc1ncc(-c2cccs2)s1	-6	i	i	i	i	i	i	i	-3	-3	i
Cc1nn(-c2ccc(F)cc2)c2sc(C(=O)OCC(=O)N3CCC(C)CC3)cc12	-6	i	i	i	i	i	i	i	-8	-11	i
O=S(=O)(NC(=S)c1ccccc1)c1ccc(Cl)cc1	6	i	i	i	i	i	i	i	0	-4	i
CC(=O)c1cccc(NS(=O)(=O)c2ccc(N/C=C\C(=O)c3ccc(C)cc3)cc2)c1	-1	i	i	i	i	i	i	i	-5	-10	i
CC(=O)N1c2ccccc2NC2=C(C(=O)CCC2)C1c1cccnc1 (stereo not drawn)	5	i	i	i	i	i	i	i	5	-5	i
O=C(Cc1ccccc1)c1c[nH]c(C(=O)NCCCn2ccnc2)c1	-2	i	i	.	i	i	i	i	.	2	.
NNC(=O)c1cc(-c2ccco2)[nH]n1	7	i	i	i	i	i	i	i	5	-3	i
C/C=C/c1ccc(OC)c(OC(C)=O)c1	0	i	i	i	i	i	i	i	-4	-15	i
CCOC(=O)c1[nH]c2ccc(OC)cc2c1NC(=O)OC	-9	i	i	i	i	i	i	i	-2	-16	i
CCCc1nc(SCC(=O)NNC(=O)C2CCCCC2)c2ccccc2n1	-3	i	i	i	i	i	i	i	-3	-11	i
CCOC(=O)C1CCCN(C(=O)c2ccc(CNc3c(N4CCC(C)CC4)c(=O)c3=O)cc2)C1 (stereo not drawn)	-9	i	i	i	i	i	i	i	-2	-11	i
CC1(C)Cc2c(sc3nc(C4CCCCC4)n(N)c(=O)c23)CO1	-3	i	i	i	i	i	i	i	.	-4	i
O=C(N/N=C/c1cn(Cc2ccccc2)c2ccccc12)c1cccnc1	3	i	i	i	i	i	i	i	15	-2	i
CC(C)Cc1ccc(/C=C/C(=O)NC2CC2)cc1	3	i	i	i	i	i	i	i	9	-11	i
COC(=O)c1sc(NC(=O)COc2ccccc2OC)nc1C	-2	i	i	i	i	i	i	i	4	-2	i
